ALOX12 inhib: blocks human 12-lipoxygenase activity; purified 12-hLO, xylenol orange hydroperoxide absorbance; Potency, µM (titrated, usually from 57.1 µM), without a hit: at the highest dose activity change, negative = inhibition, usual class: inhibitors; P18054; 150,000 tested, 0.12% active; also: potency is read from the fitted curve at half-maximal effect; nearly all actives have a fitted effect of over 55% in size; many of its hits are not listed in these tables
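150 nM 12hLO, 25 mM Hepes pH 7.0 + 0.01% Triton X-100; cpd preinc 15 min RT; 40 uM arachidonic acid, 30 min RT; Fe-XO 30 min; A573/A405 ratio as read-out.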
ALOX15B inhib: inhibitors of human 15-lipoxygenase 2 (ALOX15B). AID 881. 110,000 tested, 0.56% active. purified 15hLO-2, xylenol orange hydroperoxide absorbance. Potency, µM (titrated, usually from 57.1 µM), inactives show at the top dose activity change, negative = inhibition, usual class: inhibitors; also: potency is read from the fitted curve at half-maximal effect; nearly all actives have a fitted effect of over 60% in size; many of its hits are not listed in these tables
Target sequence (O15296 whole entry, looked up): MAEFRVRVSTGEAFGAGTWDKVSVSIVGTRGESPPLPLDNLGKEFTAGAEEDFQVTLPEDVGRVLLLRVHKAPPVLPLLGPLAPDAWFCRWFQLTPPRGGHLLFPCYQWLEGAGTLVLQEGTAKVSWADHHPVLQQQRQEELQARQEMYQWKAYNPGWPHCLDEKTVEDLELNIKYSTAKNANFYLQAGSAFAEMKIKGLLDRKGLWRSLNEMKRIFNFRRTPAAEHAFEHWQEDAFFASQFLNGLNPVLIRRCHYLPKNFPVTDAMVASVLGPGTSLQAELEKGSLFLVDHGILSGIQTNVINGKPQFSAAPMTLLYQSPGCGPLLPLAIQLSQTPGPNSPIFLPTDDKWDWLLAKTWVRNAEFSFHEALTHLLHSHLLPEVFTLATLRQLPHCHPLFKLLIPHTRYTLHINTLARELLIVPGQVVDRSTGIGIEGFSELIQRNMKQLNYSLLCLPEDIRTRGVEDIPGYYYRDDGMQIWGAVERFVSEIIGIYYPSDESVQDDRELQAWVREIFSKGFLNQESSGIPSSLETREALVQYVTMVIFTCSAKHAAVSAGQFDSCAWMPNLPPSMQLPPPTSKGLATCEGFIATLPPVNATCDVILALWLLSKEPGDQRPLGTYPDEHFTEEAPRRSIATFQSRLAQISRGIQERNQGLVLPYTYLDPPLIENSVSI
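Read-out: hydroperoxide product oxidises ferrous iron, measured as xylenol orange complex via the 573-to-405 nm absorbance ratio after 30 min. Reaction: 50 nM enzyme, 15 min compound preincubation, 45 uM arachidonic acid, 90 min RT, Hepes pH 7.5 with Triton X-100.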
IMPase cell inh: IMPase inhibition in cells | P97697 | CHO-M1 cells, IP1 accumulation, HTRF TR-FRET ratio | inhibition (IP1 accumulation), % at 46.1 µM | 120,000 tested, under 10 active | AID 901; active = well fitted curve in the direction sought with a large enough effect in the signal ratio, not every such curve was filed as active; inconclusive = small, poorly fitted or top-dose-only effect, or a change in a side signal; inactive = no such curve, though single readings can be large or run the other way; the % refers to the signal ratio;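 also: cells stimulated with carbachol in lithium chloride buffer; plate controls were DMSO basal wells for no effect and reference inhibitor wells for full effect; higher means more IMPase inhibition seen as more IP1 and lower FRET ratio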
Target sequence (P97697 whole entry, looked up): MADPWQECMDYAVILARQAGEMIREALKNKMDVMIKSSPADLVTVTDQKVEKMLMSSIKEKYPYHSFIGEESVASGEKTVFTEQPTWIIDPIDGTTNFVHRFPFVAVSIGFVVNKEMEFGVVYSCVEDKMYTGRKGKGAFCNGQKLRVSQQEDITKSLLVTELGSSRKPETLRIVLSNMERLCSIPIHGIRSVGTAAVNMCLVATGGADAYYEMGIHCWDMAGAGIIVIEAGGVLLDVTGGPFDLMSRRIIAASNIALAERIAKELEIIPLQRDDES
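Elevated IP1 in lysates lowers TR-FRET signal (665/620 ratio and 620 channel reported). Cells were CHO-M1, given carbachol (50 uM as added) plus 50mM LiCl, pH 7.4, 30 min, 37C; compounds titrated up to 46 uM; AC50 by Hill equation.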
PNC assembly inh: perinucleolar compartment assembly inhibition; PC3M PTB-GFP, PNC prevalence imaging, 16 h; active compounds read low; activity change (PNC), negative = inhibition, % at 10 µM; 140,000 tested, 3.1% active; AID 2417;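 active = readout at or below -70, meaning at least 70% loss of cells showing the perinucleolar compartment, a nuclear body marking cancer cells; inconclusive = readout between -30 and a set limit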;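 also: plate controls were DMSO wells for no effect and camptothecin positive control wells for full effect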
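Compounds are pinned in duplicate onto adhered PC3M cells stably expressing GFP-tagged PTB and incubated 16 h at 37 C. Cells are then fixed, nuclei stained with Hoechst, and PNC-positive cells counted.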
Numbers without * were called inactive; ? = inconclusive; nt = no result given; [ ] = dose if it differs, or a comment. Unless noted, calls follow the shape of the dose curve; as a rule, active = well fitted curve in the direction sought with a large enough effect; inconclusive = small, poorly fitted or top-dose-only effect, or another doubt; inactive = no such curve, though single readings can be large; an effect the other way counts as inactive or inconclusive. Unless noted, % is scaled to controls: 0 for no effect and ±100 for the full control effect. An excerpt, so the mix of outcomes need not match the whole.

The opening 4 records (preview)
Under each structure – ALOX12 inhib, ALOX15B inhib, IMPase cell inh, PNC assembly inh
CCC(CO)N=CC1=C(O)CC(C)(C)CC1=O (centres undefined)
→ -1%, 3%, 0, 19
Cc1cccc(NC(=S)NNC(=O)c2csc(C)c2)c1
→ 3%, nt, nt, -18
Cc1ccc(N(CC(=O)NCCSCc2ccco2)S(=O)(=O)c2ccc(C)cc2)cc1
→ -14%, -4%, ?, -1
O=C(Cn1ncc2c1-c1ccccc1OC2)N(Cc1ccco1)C1CCCCC1
→ 1%, -11%, 6, 22

Main list, from the first entry:
Under each structure – ALOX12 inhib, ALOX15B inhib, IMPase cell inh, PNC assembly inh
CCC(CO)N=CC1=C(O)CC(C)(C)CC1=O (centres undefined)
→ -1%, 3%, 0, 19
Cc1cccc(NC(=S)NNC(=O)c2csc(C)c2)c1
→ 3%, nt, nt, -18
Cc1ccc(N(CC(=O)NCCSCc2ccco2)S(=O)(=O)c2ccc(C)cc2)cc1
→ -14%, -4%, ?, -1
O=C(Cn1ncc2c1-c1ccccc1OC2)N(Cc1ccco1)C1CCCCC1
→ 1%, -11%, 6, 22
CC1=C(C(=O)NCCN2CCOCC2)C2(CCC(C)CC2)OC1=O (centres undefined)
→ 8%, 2%, 7, 4
CCc1nnc(NC(=O)c2ccc(N(C)S(=O)(=O)c3ccccc3)cc2)s1
→ -3%, nt, -15, ?
COc1ccc(C=NCCCN2CCOCC2)cc1
→ 0%, nt, 12, 2
CC(NC(=O)c1ccccc1Cl)C1COc2ccccc2O1 (centres undefined)
→ 22%, nt, -6, -3
Cc1ccc(Oc2nnc(-c3ccccc3)cc2C#N)cc1
→ 11%, nt, 5, 44
COc1ccc(C2Nc3ccccc3C(=O)N2Cc2ccco2)cc1COc1ccccc1F (centres undefined)
→ -10%, -17%, 6, 11
O=C(CCCn1c(=O)[nH]c2cc(Cl)ccc2c1=O)N1CCN(c2ccc([N+](=O)[O-])cc2)CC1
→ -6%, -10%, ?, 27
CN(c1ccc(C(=O)Nc2cccnc2)cc1)S(C)(=O)=O
→ 4%, nt, -13, 14
Cc1cc(C)n(-c2nc3ccccc3nc2N2CCCC2)n1
→ -12%, -7%, -3, 6
O=C1C(=O)N(CCCn2ccnc2)C(c2cccnc2)/C1=C(/O)c1ccc(F)cc1 (centres undefined)
→ -4%, -1%, -7, 18
O=C(NCCOc1nc(N2CCOCC2)nc(N2CCOCC2)n1)Nc1ccccc1
→ -12%, -11%, 6, -6
COc1ccc(C2C(C#N)C(C#N)N3CCCN23)cc1 (centres undefined)
→ 0%, -9%, 1, 12
Cc1ccc(NC(=O)CCNS(=O)(=O)c2cccc3nsnc23)cc1
→ -3%, nt, nt, 52
OC1CCCCC1Sc1nc2ccccc2s1 (centres undefined)
→ -4%, 17%, -2, 27
O=C(CCC(=O)N1CCN(S(=O)(=O)c2ccc(Cl)cc2)CC1)Nc1ccc(Cl)cc1Cl
→ 3%, nt, nt, -29
Cn1cc(CNC(=O)/C=C/c2ccc(Cl)cc2)cn1
→ -4%, nt, nt, 41
COc1ccc(/C=N/Nc2nonc2N)cc1
→ -9%, -14%, 1, 15
COc1ccc2c(c1)sc(N)[n+]2Cc1cc(C)cc2cccnc12
→ 2%, nt, 14, ?
Cc1cc(C(F)(F)F)c2sc(N)nc2n1
→ 0%, -1%, -2, ?
CC1CCCN(CCOCCOc2ccccc2-c2ccccc2)C1 (centres undefined)
→ -4%, nt, nt, 40
COc1cc(NC(=O)c2cc(Cl)ccc2Cl)ccc1-c1cc2ccccc2oc1=O
→ 5%, 1%, -5, 27
COc1ccc(Cc2nnc(SCC(=O)Nc3ncc(C)s3)o2)cc1
→ 4%, 1%, -1, -2
CCC(C)(C)n1nnnc1C(c1cccc(C#N)c1)N1CCN(c2cccc(C)c2C)CC1 (centres undefined)
→ -4%, 7%, 5, ?
CC(C)CNC(=O)CC(=O)NN=C1CCCC1
→ 0%, nt, nt, -113*
Cc1ccc(Nc2cc(C)nc3nc(C)nn23)cc1
→ 1%, nt, nt, 60
COc1ccccc1CNC(=O)CCn1c(=O)[nH]c2ccsc2c1=O
→ 2%, nt, 11, -100*
O=c1c2ccccc2nnn1CSc1nc2sc3c(c2c(=O)n1CC1CCCO1)CCC3 (centres undefined)
→ -7%, 1%, 4, -25
COCc1cc(C)n(CC(=O)N/N=C/c2ccc(-c3ccc(Cl)c(C(=O)O)c3)o2)c(=O)c1C#N
→ -1%, nt, nt, 25
CC1Oc2ccccc2OC1(O)c1ccc2ccccc2n1 (centres undefined)
→ -1%, nt, 5, ?
CC(C)c1ccc(NC(=O)CN(Cc2ccccc2)S(C)(=O)=O)cc1
→ -3%, nt, 3, ?
O=S(=O)(Nc1ccc(-n2cccc2)cc1)c1ccc(Cl)cc1Cl
→ ?, 6%[11.4 µM], -1[1.84 µM], 10
COC(=O)C(CC(=O)c1ccc(Br)cc1)n1ccnc1 (centres undefined)
→ ?, ?, 11, -8
O=C(Nc1cccnc1)Nc1ccc(F)c(Cl)c1
→ -5%, 6%, 24, 42
COc1ccc(-c2ccc(-c3nnc(-c4ccncc4)o3)cc2)cc1
→ -8%, 6%, 2, -8
C=CCOc1nc(-c2ccncc2)nc2ccccc12
→ -2%, 39%[activator], -1, 28
CC1CCc2nc(NC(=O)Nc3ccc4c(c3)OCO4)sc2C1 (centres undefined)
→ 32%[activator], nt, 2, 7
CC1=NN(c2ccccc2)C(=O)/C1=C/c1c(O)n(-c2ccc(F)cc2)[nH]c1=O
→ -7%, nt, nt, 23
C=CCS/C(=N\n1cnc2ccccc2c1=O)N(CC)CC
→ 2%, -5%, -8, 10
COc1ccc(N(C(=O)c2ccc(F)cc2)C2=CC3CCC(C2)N3C)cc1 (centres undefined)
→ -1%, 4%, -2, -9
COc1ccccc1CNC(=O)C1CCCN(S(=O)(=O)c2c(C)[nH]c(=O)[nH]c2=O)C1 (centres undefined)
→ 4%, -1%, -6, 3
Cc1ccc(-n2nc(C)c3c(-c4cccs4)c(C#N)c(N)nc32)cc1
→ -9%, -10%, -6, -6
NS(=O)(=O)c1cc(C(=O)O)c(O)c2ccccc12
→ -2%[11.4 µM], -15%[11.4 µM], nt, nt
CS(=O)(=O)Nc1c(O)ccc2c1CCC[C@H]2C1=NCCN1
→ -5%, 24%, -1, nt
O=C(CN1C(=O)COc2ccccc21)c1cccc(Cl)c1
→ -3%, -7%, 6, 8
Cn1nnnc1SCC(=O)c1ccco1
→ -10%, 13%, 10, 2
COc1cc(NC2=Nc3cccc4cccc2c34)cc(OC)c1OC
→ ?, nt, nt, ?
O=C(CSc1nc2ccccc2c(=O)[nH]1)c1ccc(O)c(O)c1
→ -29%, -12%, 4, ?
CCOC(=O)c1ccc(NC(=O)C2C3C=CC(C3)C2C(=O)O)cc1 (centres undefined)
→ -2%, 9%, -1, 7
CC1=C(C(=O)Nc2ccccc2)C(c2ccccn2)n2ncnc2N1 (centres undefined)
→ -7%, 4%, 6, -10
CCn1c(SCC#N)nc2c(c1=O)C1(CCCC1)Cc1ccccc1-2
→ -5%, -2%, -6, ?
Cc1noc(C)c1COC(=O)CCCc1nc2ccccc2s1
→ -4%, 5%, 4, 2
CC(=O)N[C@@H](CS)C(=O)O
→ -1%, 16%, -2, ?
O=C(CS(=O)(=O)Cc1ccccc1)N1CCc2ccccc2C1
→ -1%, -10%, 2, ?
Cc1ccc(C)c(N2CCN(C(=O)COc3cc(=O)n(C)c4ccccc34)CC2)c1
→ 0%, 11%, -4, 13
CC(=O)NC1C(=O)N(CCc2ccccc2)c2ccccc21 (centres undefined)
→ -1%, -2%, 5, -30
CC(C)CNS(=O)(=O)c1ccc(C(=O)Nc2ccc3c(c2)OCCO3)cc1
→ -7%, 0%, 0, 13

The list goes on:
Under each structure – ALOX12 inhib, ALOX15B inhib, IMPase cell inh, PNC assembly inh
CNC(=O)COC(=O)c1ccc([N+](=O)[O-])cc1Cl
→ 1%, nt, 4, -15
O=C(Nc1cccc2ccccc12)c1ccccc1
→ -2%[11.4 µM], -2%[11.4 µM], nt, nt
O=C(CNc1ccc(Oc2ccccc2)cc1)N1CCOCC1
→ -11%, -13%, 2, 61
Cc1nc2c(-c3ccc(F)cc3)c(C)nn2c(C)c1CCC(=O)NCCN1CCOCC1
→ -3%, 20%, 2, 19
CCOC(=O)CN1C(=O)CN(c2ccc(C)c(C)c2)C1=O
→ 1%, nt, 2, ?
COCCOC(=O)c1c(C)oc2ccc(OCc3cc(C(=O)OC)oc3C)cc12
→ -10%, 9%, 7, 27
COc1cc(-c2nc3ccccn3c2NCC2CCCO2)ccc1O (centres undefined)
→ -2%, 1%, -2, 5
COC(=O)CSC1=C(C#N)C(=O)NC2(CCCCC2)S1
→ -17%, nt, 4, -18
CCOc1ccc(NC(=O)c2csc3c2CCCC3)cc1
→ 0%, nt, nt, 50
c1ccc2c(c1)nc(-c1ccncc1)n1nnnc21
→ 3%, nt, 11, 14
Cc1c2c(nc3c(C)cccc13)OC(C)C2 (centres undefined)
→ 7%, nt, -6, 212
c1ccc(-c2cc(N3CCCCCC3)n[nH]2)cc1
→ -7%, 41%[activator], 1, ?
S=c1nc[nH]c2c1sc1nc(-c3ccccc3)c3c(c12)CCCC3
→ -1%, nt, 2, -21
CCOC(=O)NC1(C(F)(F)F)NC(=O)N(C2CCCCC2)C1=O (centres undefined)
→ 4%, 0%, -3, 17
COc1ccc(Oc2ncc3ncc(=O)n(Cc4cccs4)c3n2)cc1
→ -8%, -9%, nt, nt
CN1CCN(C(=O)c2ccc(N3CCCC3=O)cc2)CC1
→ -2%, 5%, 3, 39
COc1cc(/C=N/NC(=O)CCn2cnc(-c3ccccc3)c2-c2ccccc2)ccc1O
→ -3%, nt, 1, -1
COC(=O)c1cc(C(=O)OC)cc(-n2c(C)cc(C(=O)CC#N)c2C)c1
→ -12%, 1%, 1, ?
Cn1ccc2cc(NC(=O)Nc3cccnc3)ccc21
→ -4%, 24%, 2, nt
CC(C)(S)[C@H](N)C(=O)O
→ 2%[11.4 µM], 3%[11.4 µM], nt, nt

An excerpt from above in order of length of the SMILES, lowest first.
Under each structure – ALOX12 inhib, ALOX15B inhib, IMPase cell inh, PNC assembly inh
COc1ccc(C=NCCCN2CCOCC2)cc1
→ 0%, nt, 12, 2
C=CCS/C(=N\n1cnc2ccccc2c1=O)N(CC)CC
→ 2%, -5%, -8, 10
Cc1ccc(-n2nc(C)c3c(-c4cccs4)c(C#N)c(N)nc32)cc1
→ -9%, -10%, -6, -6
Cc1ccc(C)c(N2CCN(C(=O)COc3cc(=O)n(C)c4ccccc34)CC2)c1
→ 0%, 11%, -4, 13

(list continues)
Under each structure – ALOX12 inhib, ALOX15B inhib, IMPase cell inh, PNC assembly inh
Cc1occc1C(=O)Nc1cccc(C(F)(F)F)c1
→ -15%, nt, -6, 26
Cc1cc2nc(SCCN3CCCC3)[nH]c2cc1C
→ 8%, 28%, 8, -3
O=c1cc(-c2ccccc2)nc2nc(SCc3ccccc3)[nH]n12
→ -2%, -1%, -1, ?
O=C(c1ccc2snnc2c1)N1CCN(c2ccccc2)CC1
→ 5%, -1%, -2, ?
COC(=O)Nc1ncc(CN2CCCCC2)s1
→ 4%, -3%, 4, 19
O=C1NCCN1C(=O)C12CC3CC(CC(C3)C1)C2
→ 5%, nt, 5, ?
CCOC(=O)c1c(C)[nH]c(C)c1C(=O)COC(=O)/C=C/c1cccc(C(F)(F)F)c1
→ -2%, nt, nt, -15

Screens: PubChem BioAssay, National Center for Advancing Translational Sciences (NCATS)
